# Screening results deposited in PubChem BioAssay by Johns Hopkins Ion Channel Center.
# CHT PAM = allosteric activators of human choline transporter CHT; Q9GZV3; CHT-expressing cells, membrane potential dye, choline EC20; active compounds read high; LV-AA mutant CHT in HEK293 cells; B-score at 10 µM; actives 0.49% (n = 310,000); AID 488977;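 active = initial fluorescence not abnormally high and integrated response B-score, plate-corrected, over 3 SD above library mean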
# Target sequence (Q9GZV3 whole entry, looked up): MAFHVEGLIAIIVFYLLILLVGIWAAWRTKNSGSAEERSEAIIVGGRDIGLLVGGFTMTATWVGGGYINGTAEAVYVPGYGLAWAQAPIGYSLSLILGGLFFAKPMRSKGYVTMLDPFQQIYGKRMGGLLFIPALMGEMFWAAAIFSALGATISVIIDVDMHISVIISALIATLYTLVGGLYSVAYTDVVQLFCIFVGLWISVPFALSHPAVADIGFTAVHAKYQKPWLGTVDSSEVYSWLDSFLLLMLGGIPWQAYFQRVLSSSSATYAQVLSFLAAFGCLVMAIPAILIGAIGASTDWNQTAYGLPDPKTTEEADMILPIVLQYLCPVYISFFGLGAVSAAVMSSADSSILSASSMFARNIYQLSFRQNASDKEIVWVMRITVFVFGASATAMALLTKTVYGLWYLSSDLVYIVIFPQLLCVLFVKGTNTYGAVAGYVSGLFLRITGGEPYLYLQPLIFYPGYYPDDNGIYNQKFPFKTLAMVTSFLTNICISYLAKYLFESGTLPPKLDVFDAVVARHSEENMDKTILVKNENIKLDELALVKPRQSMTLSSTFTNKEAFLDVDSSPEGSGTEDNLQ
# CHT block = inhibits the human high affinity choline transporter; actives 0.86% (n = 310,000); AID 488975; CHT-expressing cells, membrane potential dye, choline response; active compounds read low; Q9GZV3; B-score at 10 µM;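 active = B-score over 3 SD under the library average, and starting fluorescence ratio not unusually high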;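 also: choline stimulus applied at its EC90 after an EC20 pre-addition; B-score computed on integrated fluorescence ratio after choline addition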
# An asterisk follows results filed as active; i = inactive.
No.	SMILES	CHT PAM	CHT block
1	Cc1ccc2sc(NC(=O)CN3C(=O)CCC3=O)nc2c1C	i	i
2	CCOC(=O)/C(=C/c1ccc(F)cc1)NC(C)=O	i	i
3	COc1ccc(-n2c(SCC(=O)NCc3cccs3)nc3[nH]ncc3c2=O)cc1	i	i
4	N#CCCn1cc(/C=C2\NC(=S)N(c3ccccc3)C2=O)c(-c2ccc(F)cc2)n1	i	-6.8*
5	Clc1ccc(-c2nnc3c4ccccc4nc(N4CCOCC4)n23)cc1Cl	i	i
6	NC(=O)c1ncc(C(F)(F)F)cc1Oc1cccc(F)c1	i	i
7	Cc1ccc(/C=C2\SC(=S)N(CCC(=O)NCCCN3CCOCC3)C2=O)cc1	i	i
8	CC(C)(C)c1ccc(N=C2SCC(=O)N2Cc2cccs2)cc1	i	i
9	C=CCSc1nc(C)c(CCCC)c(=O)[nH]1	i	i
10	COc1ccc(OC)c(C(C(=O)NCc2ccco2)N(C(=O)Cn2nnc3ccccc32)C2CC2)c1 (stereo not given)	i	i
11	Cc1ccccc1NC(=O)CCN1CCN(C)CC1	i	i
12	O=C(Nc1cnc2ccccc2c1)N1CCOCC1	i	i
13	COc1ccc(NC(=O)c2ccccc2C)c(OC)c1	i	i
14	Cc1nn(-c2cc(C(F)(F)F)ccn2)c(=O)o1	i	i
15	COCCn1c(SCC#N)nnc1-c1ccccc1	i	i
16	O=C(O)c1ccc(S(=O)(=O)c2ccccc2)cc1	i	i
17	COc1ccc(C(C(=O)NC(C)(C)C)N(C(=O)CCC(=O)Nc2cc(C)on2)c2ccc(C)c(C)c2)cc1 (stereo not given)	i	i
18	Cc1cc(OCC(=O)NC2CC2)c2c(C)cc(=O)oc2c1	i	i
19	Cc1oc(C(C)(C)C)cc1C(=O)Nc1ccc(N2CCOCC2)cc1	i	i
20	Cc1cc(SCC(=O)OCC(=O)NC(C)c2ccccc2)c(C)cc1Br (stereo not given)	i	i
21	CC(/C=C/c1ccccc1)=N\NC(=O)c1ccc(Br)cc1	i	i
22	COc1ccccc1CCC(=O)N1CCN(C(=O)c2ccccc2)CC1	i	i
23	COc1ccc(N2CCN(C(=O)CN(C3CCCCC3)S(C)(=O)=O)CC2)cc1	i	i
24	Cc1cc(NCc2ccc(F)cc2Cl)n2nnnc2n1	i	i
25	Cc1cc(Cl)c(S(=O)(=O)N2CCCCCC2)cc1OCC(N)=O	i	i
26	CC(=O)c1ccc(-c2ccc(C(=O)N3CCN(c4ccc(F)cc4)CC3)o2)cc1	i	i
27	CCCn1c(SCC(=O)N2CCCC(C)C2)nnc1-c1ccccn1 (stereo not given)	i	i
28	CC(=O)N1CCN(C(=S)c2cccc([N+](=O)[O-])c2)CC1	i	i
29	N#Cc1nc(-c2ccco2)oc1N1CCN(C(c2ccccc2)c2ccccc2)CC1	i	i
30	Nc1ccnc(=O)[nH]1	i	i
31	CCN(CC)CCNC(=O)NC1CCCCC1	i	i
32	Nc1nncn1C(=O)CCCOc1ccccc1	i	i
33	COc1cccc(CNS(=O)(=O)c2ccc3c(c2)N(C(C)=O)CCS3)c1	i	i
34	COc1ccc(CNC(=O)C(C)OC(=O)CCN2C(=O)C3CC=CCC3C2=O)cc1 (stereo not given)	i	i
35	CN1C(C(=O)NCc2ccco2)CC2Cn3c(nc4cc(Cl)c(Cl)cc43)C21 (stereo not given)	i	i
36	CCCNc1ncccc1C(N)=O	i	i
37	COc1cc(SC)ccc1C(=O)OCC(=O)N1CCCC1	i	i
38	Cc1ccc(-n2cc(CN3CCN(Cc4nccn4C)CC3)c(-c3ccc(F)cc3)n2)cc1	i	-6.4*
39	O=S(=O)(c1ccc(NC(=S)N/N=C/c2ccc(Oc3ccccc3)cc2)cc1)N1CCOCC1	i	i
40	CCc1ccc(NC(=O)C2CCCN(S(C)(=O)=O)C2)cc1 (stereo not given)	i	i
41	Cc1cccc(NC(=S)NCc2ccc3c(c2)OCO3)c1	i	i
42	O=C(c1cc(Cl)ccc1[N+](=O)[O-])n1cnc2ccccc21	i	i
43	COc1ccc(NC(=O)Nc2ccccc2C(=O)N2CCCC2)cc1	i	i
44	Cc1ccc(C)c(CN2C(=O)C3CCCN3c3ccc(C#N)cc32)c1 (stereo not given)	i	i
45	COc1cccc(CC2(CO)CCN(C(=O)NCCc3ccccc3)CC2)c1	i	i
46	CCOC(=O)/C=C1\NC(C)(C)Cc2cc(OC)c(O)cc21	i	i
47	O=C(C1CCN(S(=O)(=O)c2cccc3cccnc23)CC1)N1CCN(c2ccccn2)CC1	i	i
48	CC(=O)c1ccc(NC(=S)Nc2ccn(Cc3ccc(Br)cc3)n2)cc1	i	i
49	CN(C)c1ccc(CN2CCCC(O)C2)cc1 (stereo not given)	i	i
50	Cc1onc(-c2c(Cl)cccc2Cl)c1C(=O)N1CCSCC1	i	i

# By substructure, the compounds so far with a tert-butyl group (3)
No.	SMILES	CHT PAM	CHT block
8	CC(C)(C)c1ccc(N=C2SCC(=O)N2Cc2cccs2)cc1	i	i
17	COc1ccc(C(C(=O)NC(C)(C)C)N(C(=O)CCC(=O)Nc2cc(C)on2)c2ccc(C)c(C)c2)cc1 (stereo not given)	i	i
19	Cc1oc(C(C)(C)C)cc1C(=O)Nc1ccc(N2CCOCC2)cc1	i	i

# (more compounds)
No.	SMILES	CHT PAM	CHT block
51	COc1ccccc1Nc1nnc(SCC(=O)c2cc(C)n(CC3CCCO3)c2C)s1 (stereo not given)	i	i
52	CCOC(=O)C1(C)C=C(Nc2ccc(C)cc2)C(=O)N1c1ccc(C)cc1 (stereo not given)	i	i
53	CCCCn1c(N)c(N(CC)C(=O)c2cccc(F)c2)c(=O)[nH]c1=O	i	i
54	O=C(NCCCN1CCOCC1)C1CCC(=O)N1C1CCCCC1 (stereo not given)	i	i
55	Cc1sc2nc(SCC(=O)NCc3ccco3)[nH]c(=O)c2c1C	i	i
56	Cn1c(=O)n(CC(=O)O)c(=O)c2c1nc1n2CCCN1Cc1ccccc1	i	i
57	O=[N+]([O-])c1cc([N+](=O)[O-])c2cccnc2c1Oc1ccccc1O	i	-7*
58	Cc1cc(C)c2c(c1)/C(=N\N=c1\sc3ccccc3n1C)C(=O)N2	i	i
59	COc1cc(NS(=O)(=O)c2ccc(NC(=O)C3CCCO3)cc2)nc(OC)n1 (stereo not given)	i	i
60	CC1(C)C2CCC1(C)C(OCC[N+](C)(C)CC(=O)OC1CCCCC1)C2 (stereo not given)	i	i
61	c1ccc(-c2csc(-n3cnnn3)n2)cc1	i	i
62	C=CCn1c(SC2CCOC2=O)nc2sc(CC)cc2c1=O (stereo not given)	i	i
63	CC(C)c1nc(N2CCCC2)c(C#N)c2c1CCCC2	i	i
64	O=C(c1ccc(F)cc1)N1CCN=C1c1ccccc1	i	i
65	COc1ccc(CN(C(=O)Cc2cccs2)C(C(=O)NC2CCCC2)c2ccncc2)cc1 (stereo not given)	i	i
66	COc1ccc(C(=O)CSc2nnc(CN3CCCCC3)n2-c2ccc(F)cc2)cc1	i	i
67	COC(=O)c1c(C(=O)OC)c(-c2cccc(Cl)c2)n2c1CS(=O)C2 (stereo not given)	i	i
68	COc1ccccc1CN(C)CC(=O)Nc1ccc(Cl)cc1C(F)(F)F	i	i
69	COc1ccccc1OCCn1nnc2ccccc21	i	i
70	Cc1onc(-c2ccccc2)c1C(=O)N1CCCN2C(=O)c3ccccc3C21 (stereo not given)	i	i
71	O=C(COc1cc2oc(=O)cc(-c3ccccc3)c2cc1Cl)NCc1ccccn1	i	i
72	CCOC(=O)CSc1nc2ccccc2c(=O)n1-c1ccc(C(=O)NCCOC)cc1	i	i
73	CCCCOc1ccc(C(=O)NCC(=O)NCCOc2ccccc2)cc1	i	i
74	CN(C)P(=NC(=O)COc1ccc(Cl)cc1Cl)(N(C)C)N(C)C	i	i
75	CC(C)C(C)NC(=O)CN1C(=O)NC2(CCc3ccccc3C2)C1=O (stereo not given)	i	i

# Part of the list above, set out differently:
[51] COc1ccccc1Nc1nnc(SCC(=O)c2cc(C)n(CC3CCCO3)c2C)s1 (stereo not given)
[64] O=C(c1ccc(F)cc1)N1CCN=C1c1ccccc1
[59] COc1cc(NS(=O)(=O)c2ccc(NC(=O)C3CCCO3)cc2)nc(OC)n1 (stereo not given)
Assay by compound	51	64	59
CHT PAM	i	i	i
CHT block	i	i	i

# Next section:
No.	SMILES	CHT PAM	CHT block
76	COc1ccc(S(=O)(=O)N/N=C(/C)c2ccc(Cl)cc2)cc1	i	i
77	CCCc1cnc(N2CCN(S(C)(=O)=O)CC2)nc1	i	i
78	CCCCC(CC)CN1C(=O)/C(=C/c2ccncc2)SC1=S (stereo not given)	i	i
79	C=CCN1C(=O)/C(=C\c2cc(Br)c(OCc3ccccn3)c(OC)c2)SC1=S	i	i
80	CS(=O)(=O)n1nc(-c2ccc(Cl)cc2)nc1N	i	i
81	CC12CC3(C)CC(C)(C1)CC(C(=O)NCc1ccccn1)(C2)C3	i	i
82	COC(=O)c1[nH]c2cccc(OC)c2c1NC(=O)CN1CCOCC1	i	i
83	O=C(CCn1c(=S)[nH]c2ccccc2c1=O)NCCc1ccc(Cl)cc1	i	i
84	O=C(c1ccco1)N1CCN(c2ncnc3scc(-c4ccccc4)c23)CC1	i	i
85	COc1cc2nc(N3CCN(C(=O)[C@@H]4CCCO4)CC3)nc(N)c2cc1OC	8.2*	i
86	COC(=O)c1ccc(NC(=O)C2CCCN2S(=O)(=O)c2ccc(C)cc2)cc1 (stereo not given)	i	i
87	Cc1ccccc1OCC(=O)NC(=S)Nc1cccc2cc(O)ccc12	i	i
88	Cn1cnc2nc3n(c2c1=O)CCC3	i	i
89	CN(C)S(=O)(=O)c1ccc(-c2ccccc2)cc1	i	i
90	Cc1nc(-c2ccc(Cl)cc2)sc1C(=O)NNC(=O)C(C)C	i	i
91	Cn1c(-c2ccc(F)cc2)cnc1NCc1cc2c(cc1[N+](=O)[O-])OCO2	i	i
92	COc1ccc(N(C(=O)COc2cccc(C)c2)S(=O)(=O)c2ccc(C)cc2)cc1	i	i
93	Cn1nc(C(=O)NCc2cccs2)c2ccccc2c1=O	i	i
94	COc1ccc2nc(NC3=NCCC3)sc2c1	6.5*	i
95	O=C(N=Nc1c(O)n(Cc2ccccc2)c2ccccc12)c1ccncc1	i	i
96	O=C1c2cccc3cccc(c23)C(=O)N1c1cccc(O)c1	i	i
97	O=C(Nc1ccc(Cl)c(Cl)c1)N(Cc1cccnc1)Cc1ccco1	i	i
98	COc1ccccc1CC(=O)Nc1ccc(S(=O)(=O)N2CCCC2)cc1	i	i
99	CCN(CC(=O)Nc1c(F)cccc1F)C(=O)/C=C/c1c(C)nn(-c2ccc(F)cc2)c1C	i	i
100	Cc1nn(C)cc1CN(C)C(=O)c1ccc(OC2CCN(Cc3ccccn3)CC2)cc1	i	i
101	COc1cccc(C(=O)N(Cc2ccco2)Cc2cc3cccc(C)c3[nH]c2=O)c1	i	i
102	O=C(Nc1cc([N+](=O)[O-])ccc1O)c1cccc(C(=O)Nc2cc([N+](=O)[O-])ccc2O)c1	i	i
103	Cc1cccc(N2CCN(S(=O)(=O)c3ccc4c(c3)CCCN4C(=O)C3CCC3)CC2)c1C	i	i
104	COc1ccc(S(=O)(=O)N2CCC(C(=O)N[C@H](C(=O)N3CCCC3)C(C)C)CC2)cc1	i	i
105	NC(=O)c1ccccc1OC1CCC1	i	i
106	CCOC(=O)C1=C(C)NC(C)=C(C(=O)OCC)C1/C=C/c1ccccc1OC	i	i
107	Cc1ccc(S(=O)(=O)Nc2ccc(SC(F)F)cc2)c(C)c1	i	i
108	O=C(NCCN1CCOCC1)c1cc(S(=O)(=O)Nc2ccccc2F)c(Cl)cc1Cl	i	i
109	CC(C(=O)NCc1ccco1)n1ccc2cc(S(=O)(=O)N3CCCC3)ccc21 (stereo not given)	i	i
110	COc1ccc(N(C)C(=O)c2cc3c(s2)-c2ccc(Cl)cc2S(=O)(=O)C3)c(OC)c1	i	i
111	CC(/C=N/NC(=O)c1ccncc1)=C\c1ccccc1	i	i
112	Cn1c(SCC(=O)Nc2cccc(S(=O)(=O)N3CCOCC3)c2)nnc1-c1ccncc1	i	i
113	Cn1nc(C(F)(F)F)cc1-c1ccc(/C=C(\C#N)C(=O)c2ccccc2)s1	i	i
114	CC(=O)Nc1ccc(NC(=O)C2CCCN2C(=O)NC2CCCCC2)cc1 (stereo not given)	i	i
115	CC1(O)N(CCC(=O)Nc2cccc(F)c2)C(=O)OC12CCCCC2 (stereo not given)	i	i
116	CC1CCN(CC(=O)Nc2ccc(Br)cc2[N+](=O)[O-])CC1	i	i
117	Cc1ccc(/C=N/Nc2cccc3cccnc23)c(O)c1	i	i
118	O=C(Nc1ccc2c(c1)OCO2)c1ccc(CN2CCOCC2)cc1	i	i
119	NS(=O)(=O)c1ccc(NNC(=O)c2ccc(F)cc2F)cc1	i	i
120	Cc1ccccc1Nc1nc(N)nc(CSc2nnnn2-c2ccccc2)n1	i	i
121	CCC(=O)c1ccc(OCC(=O)Nc2cc(S(=O)(=O)N3CCCCC3)ccc2OC)cc1	i	i
122	Cc1ccc(NS(=O)(=O)c2ccc3c(c2)oc(=O)n3C)cc1C	i	i
123	O=C(CSc1nnc(CNc2cccc(C(F)(F)F)c2)n1Cc1ccco1)NCc1ccco1	i	i
124	COc1cc(NC(=S)N2CCN(C)CC2)cc(OC)c1	i	i
125	COc1ccc(C(=O)c2cn(-c3cccc(Br)c3)nc2C(C)=O)cc1	i	i

# Following part:
No.	SMILES	CHT PAM	CHT block
126	Cc1ccc2[nH]c3c(=O)n(Cc4ccccn4)cnc3c2c1	i	i
127	CCOc1ccccc1Nc1nc2ccccc2n2cnnc12	i	i
128	O=C(Cn1nnc(-c2ccc(N3CCOCC3)cc2)n1)OC1CCCCC1	i	i
129	O=[N+]([O-])c1ccccc1CN1CCN(Cc2c[nH]c3ccccc23)CC1	i	i
130	CN(C(=O)CN1CCC(NC(=O)C2CCCCC2)CC1)C1CCCCC1	i	i
131	Cn1ccnc1SCC(=O)Nc1nc2c(F)c(F)c(F)cc2s1	i	i
132	CCN(CC)CCCNC(=O)c1cn(CCOC)c(=O)c2c1c1ccccc1n2C	i	i
